USP1-UAF1 inh: inhibitors of human USP1/UAF1 deubiquitinase | O94782 | recombinant USP1/UAF1, Ub-Rhodamine cleavage fluorescence | Potency, µM (top dose mostly 57.1 µM), for the others: at the highest dose activity change, negative = inhibition, hits mostly inhibitors | hit rate 0.23% among 390,000; note: potency is the fitted concentration of half-maximal effect; % is set by controls: 0 for no effect and ±100 for the full control effect; nearly all actives have a fitted effect of over 60% in size; inactives centre near -12
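USP1/UAF1 complex at 1 nM was preincubated with compound for 15 min at room temperature, then Ub-Rho substrate (150nM final) was added. Fluorescence (480/540 nm) was read kinetically, 6 reads every 60 seconds.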
TrxR1 inh: rat TrxR1 inhibition | Potency, µM (doses to about 114 µM), for inactives: top-dose activity change, negative = inhibition, actives largely listed as inhibitors | hit rate 1% among 390,000 | recombinant rTrxR1, NADPH fluorescence consumption, selenite substrate | AID 588453 | O89049; note: potency is the fitted concentration of half-maximal effect; % is set by controls: 0 for no effect and ±100 for the full control effect; nearly all actives have a fitted effect of over 65% in size
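Rat TrxR1 (90 nM in the dispensed reagent) was pre-reduced with 400 uM NADPH for 5 min at room temperature, then incubated with compound for 15 min. After 400 uM selenite was added, NADPH fluorescence (Ex 340/Em 450 nm) was followed for 8 min.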
TRHR agonist: activates the human TRH receptor; P34981; TRHR cells, calcium flux fluo-8, FDSS agonist mode; activation, % at 2 µM; hit rate 0.18% among 360,000; in the data active = activation above about 30%; note: 0% is about no effect
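Fluo-8-loaded TRHR cells; 10 s baseline, compound added, kinetic Ca2+ fluorescence read 1/s, agonist mode.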
mIDH1 inhibitor: blocks human mutant IDH1 R132H enzyme; O75874; IDH1-R132H enzyme, NADPH consumption, diaphorase/resazurin fluorescence; Potency, µM (doses to about 76.6 µM), for the others: at the top dose activity change, negative = inhibition, most hits filed as inhibitors; hit rate 0.093% among 390,000; AID 602179; note: potency is the fitted concentration of half-maximal effect; % is set by controls: 0 for no effect and ±100 for the full control effect; nearly all actives have a fitted effect of over 65% in size
Target sequence (O75874 whole entry R132H, stated change not applied): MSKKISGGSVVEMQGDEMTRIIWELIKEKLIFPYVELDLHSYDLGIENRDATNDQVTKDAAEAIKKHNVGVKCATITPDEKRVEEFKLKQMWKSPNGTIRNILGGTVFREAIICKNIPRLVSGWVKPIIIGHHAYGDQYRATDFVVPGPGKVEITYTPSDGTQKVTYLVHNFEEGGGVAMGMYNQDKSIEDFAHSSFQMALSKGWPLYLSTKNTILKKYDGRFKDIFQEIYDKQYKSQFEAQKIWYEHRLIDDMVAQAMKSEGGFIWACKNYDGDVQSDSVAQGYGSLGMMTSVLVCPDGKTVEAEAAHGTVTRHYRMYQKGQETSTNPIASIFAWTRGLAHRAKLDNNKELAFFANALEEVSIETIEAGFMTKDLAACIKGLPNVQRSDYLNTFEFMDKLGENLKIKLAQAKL
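IDH1-R132H (0.5 ug/mL) preincubated 30 min with compound, then NADPH (0.016 mM) and alpha-KG (2 mM) added; 80 min at RT, pH 7.5. Remaining NADPH coupled via diaphorase/resazurin to fluorescence (540/590 nm); concentration-response curves normalized to no-enzyme control.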
D2 antagonist: D2 dopamine receptor (human) antagonism; HEK293 TREx D2 cells, calcium flux, dopamine EC80; inhibition, % at 10 µM; hit rate 2% among 340,000; in the data active = inhibition above about 30%; note: 0% is about no effect
Target sequence (P14416 whole entry, looked up): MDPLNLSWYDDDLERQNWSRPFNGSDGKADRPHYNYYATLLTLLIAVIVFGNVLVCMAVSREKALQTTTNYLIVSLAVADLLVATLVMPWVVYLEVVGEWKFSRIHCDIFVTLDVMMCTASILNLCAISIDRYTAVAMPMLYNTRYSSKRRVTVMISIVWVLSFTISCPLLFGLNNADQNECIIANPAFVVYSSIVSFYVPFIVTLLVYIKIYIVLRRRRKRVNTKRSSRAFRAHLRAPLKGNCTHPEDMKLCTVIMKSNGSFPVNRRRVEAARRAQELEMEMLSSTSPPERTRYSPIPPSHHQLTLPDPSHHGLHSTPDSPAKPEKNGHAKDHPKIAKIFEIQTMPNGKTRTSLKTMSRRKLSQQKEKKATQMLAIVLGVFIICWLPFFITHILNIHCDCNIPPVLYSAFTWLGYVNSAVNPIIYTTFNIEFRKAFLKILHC
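Cells plated overnight at 30 C with tetracycline; no-wash calcium dye, 30–90 min RT; 10 s baseline; compound pinned; 180 s read; EC80 dopamine added; another 180 s read.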
TrxR1 substrate: rat thioredoxin reductase 1 substrate activity; purified TrxR1 substrate turnover, NADPH consumption readout; AID 588456; Potency, µM (highest dose often 114 µM), for inactives: at the highest dose activity change, negative = substrate turnover; O89049; hit rate 0.01% among 390,000; note: potency is the fitted concentration of half-maximal effect; % is set by controls: 0 for no effect and ±100 for the full control effect; nearly all actives have a fitted effect of over 50% in size
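Rat TrxR1, dispensed at 90 nM, was prereduced with 400 uM NADPH (final) for 5 min at ~22 deg C, then incubated with compound 15 min before 400 uM selenite. A first-read NADPH fluorescence drop versus no-compound background flagged substrates.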
D2 ag: D2 dopamine receptor (human) agonism; P14416; HEK293 T-REx D2 cells, calcium flux agonist mode; activation, % at 2 µM; hit rate 0.53% among 340,000; AID 485358;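 active = activation over 3 SD above normal in the single-dose calcium agonist read, cut at about 30% in these data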; note: 0% is about no effect
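Agonism scored from kinetic calcium signal (1 read/sec, 180 s) following compound pin transfer, after a 10 s baseline. Cells: HEK293 Trex line expressing inducible D2 receptor coupled to calcium, dye-loaded after overnight culture at 30 C.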
Pin1 inh: inhibitors of human Pin1. Q13526. Pin1 FP peptide displacement, HiFluor488, 10 min. Potency, µM (doses to about 115 µM), without a hit: top-dose activity, negative = inhibition, most hits filed as inhibitors. hit rate 0.009% among 390,000; active = well fitted inhibition curve with a large enough effect in the polarisation, with a control signal flat, not every such curve was filed as active; inconclusive = small, poorly fitted or top-dose-only effect, or effect the other way, or a change in a side signal; inactive = no such curve, though single readings can be large or run the other way; the % refers to the polarisation; note: potency is the fitted concentration of half-maximal effect; % is set by controls: 0 for no effect and ±100 for the full control effect
Target sequence (Q13526 whole entry, looked up): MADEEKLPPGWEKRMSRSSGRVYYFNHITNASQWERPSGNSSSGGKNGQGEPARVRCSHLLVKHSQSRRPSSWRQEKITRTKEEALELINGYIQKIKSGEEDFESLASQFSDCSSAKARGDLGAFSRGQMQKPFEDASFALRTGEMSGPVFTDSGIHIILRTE
TRHR enhancer: allosterically enhances the human TRH receptor. enhancement, % at 2 µM. TRHR cells, fluo-8 calcium fluorescence, EC20 TRH enhancement. AID 493056. P34981. hit rate 0.66% among 360,000; in the data active = enhancement above about 30%; note: 0% is about no effect
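Enhancer read-out: after compound pinning and an initial kinetic agonist-mode read, an EC20 of TRH (10 nM final) was injected and fluo-8 calcium signal (Ex 480/Em 530) followed at 1 s/cycle for 100 cycles in TRHR-expressing cells.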
An asterisk follows results filed as active; ? = inconclusive; nt = no result given; & = joins results of further samples; [ ] = dose if it differs, or a comment. Unless noted, calls come from the whole dose curve; as a rule, active = well fitted inhibition curve with a large enough effect; inconclusive = small, poorly fitted or top-dose-only effect; inactive = no such curve, though single readings can be large or run the other way. Some of the compounds tested; the hit share may differ from the screen's.

| compound | USP1-UAF1 inh | TrxR1 inh | TRHR agonist | mIDH1 inhibitor | D2 antagonist | TrxR1 substrate | D2 ag | Pin1 inh | TRHR enhancer |
| --- | --- | --- | --- | --- | --- | --- | --- | --- | --- |
| CN(C)CC1(c2ccccc2)CCCC1 | -6% | -7% | 0.5 | -2% | 11 | -8% | 1.0 | -3% | 2 |
| CCn1nccc1C(=O)Nc1cc(Cl)cc(Cl)c1 | -17% | 13%[57.1 µM] | -0.6 | 7% | 11 | -9% | -0.5 | 4% | 0 |
| Cc1ccc(Nc2nnc(SCc3cc(=O)n4cc(C)ccc4n3)s2)cc1 | -16% | -5% | -0.8 | 3% | -8 | -4% | -0.3 | 0% | 0 |
| CSCCC1Nc2ccc(S(=O)(=O)N3CCOCC3)cc2NC1=O (centres undefined) | ? | 8%[57.1 µM] | 0.8 | 1% | -24 | 9%[57.1 µM] | 3.2 | -7% | 6 |
| O=c1oc(Nc2cccc(Cl)c2)nc2ccccc12 | -14% | 20%[57.1 µM] | 1.4 | 6% | 1 | 18%[57.1 µM] | 1.1 | 6% | 0 |
| COc1ccc(N(CC(C)C)S(=O)(=O)c2nnc(NC(=O)CC(C)C)s2)cc1 | -18% | 18% | 0.3 | -3% | 29 | 0% | 0.3 | 2% | 2 |
| Cc1cc(C(=O)N/N=C\C(Br)=C\c2ccccc2)c(C)o1 | -23% | 17%[57.1 µM] | 1.8 | 0% | 2 | 7%[57.1 µM] | -0.4 | -1% | 22 |
| Cc1ccc(NC(=O)CCC(=O)NNC(=S)Nc2ccc(F)cc2F)cc1C | -13% | -2% | 0.2 | -8% | 16 | 0% | -0.6 | 5% | 1 |
| CCc1ccc(S(=O)(=O)NCc2cn3ccccc3n2)s1 | -1% | -8% | 0.2 | -2% | 5 | -5% | 0.6 | -4% | 3 |
| CCOc1ccccc1NC(=O)CSc1nc2c(c(=O)n(C)c(=O)n2C)n1C | -19% | 28% | 1.4 | 1% | 5 | 6% | 0.1 | -10% | 1 |
| COc1ccc(-c2cc(C(=O)N3CCN(S(=O)(=O)c4ccc(C)cc4)CC3)[nH]n2)cc1 | -11% | -3%[57.1 µM] | -0.2 | 0% | 17 | -4% | -0.3 | 4% | -2 |
| O=C(COC(=O)/C=C/c1ccc(OC(F)F)cc1)Nc1cccc(S(=O)(=O)N2CCOCC2)c1 | -6% | 19%[57.1 µM] | nt | 2% | nt | 3%[2.29 µM] | nt | 12% | nt |
| O=[N+]([O-])c1cccc(-n2nncc2-c2ccccc2)c1 | -19% | -16% | 1.1 | 4% | -11 | -12% | -1.0 | ? | 3 |
| Cc1ccc(S(=O)(=O)NCCC(=O)N2CCC(Cc3ccccc3)CC2)cc1 | -9% | -6% | 0.1 | 8% | 6 | 0% | 0.4 | 2% | 2 |
| CN1CCN(c2nc3ccccn3c(=O)c2C=O)CC1 | -13% | 20%[2.29 µM] | 0.2 | -7% | -2 | -3%[11.4 µM] | -0.6 | 1% | -6 |
| Cc1cc(C)c(NC(=O)c2cccs2)c(C)c1NC(=O)c1cccs1 | ? | 13% | -0.8 | 10% | -4 | 5% | -2.0 | -7% | 6 |
| Cc1ccc(S(=O)(=O)N2CCN(C(=O)c3cccc(-n4cccc4)c3)CC2)cc1 | -15% | -12% | -0.9 | 8% | 1 | -10% | 0.1 | 21% | -3 |
| Cc1ccc(-c2csc(N3CCN(c4cc5c(cc4Cl)nc(C(C)N)n5CCCO)CC3)n2)cc1 (centres undefined) | -4% | 19% | -0.1 | 0% | nt | 2% | nt | -1% | 5 |
| Cc1ccc(CCNC(=O)CN(c2cc(C)cc(C)c2)S(=O)(=O)c2c(C)noc2C)cc1 | -12%&-2% | 28%&11% | 0.3&1.7 | -2%&0% | 11 | 2%&-5% | 0.1&2.1 | 3%&-9% | -5&-1 |
| Cn1c(=O)c2c(nc(SCc3nn[nH]n3)n2Cc2ccccc2F)n(C)c1=O | -11% | 0%[57.1 µM] | -0.4 | 2% | -16 | 6% | 0.7 | ? | 0 |
| Cc1ccnc(NC(=O)c2ccc(Cl)c(NC(=O)CCc3ccccc3)c2)c1 | nt | nt | 0.1 | nt | 5 | nt | 1.6 | nt | -12 |
| O=C(C1CCN(S(=O)(=O)c2cnc[nH]2)CC1)N(CCc1ccccc1)Cc1ccccc1 | -7% | 10% | 0.4 | -3% | 0 | -4% | 0.1 | 3% | -6 |
| Nc1c(C(=O)NCc2ccccc2)c2nc3ccccc3nc2n1-c1ccc2c(c1)OCO2 | -9% | 34% | 0.1 | -8% | nt | 28% | nt | -1% | 2 |
| NC(=O)CSc1nnc(-c2cccs2)n1Cc1ccco1 | -25% | ? | 0.4 | 7% | 3 | 8% | 21 | -2% | -6 |
| Cc1ccc(CNC(=O)CC(NC(=O)c2ccccc2)c2ccccc2)cc1 (centres undefined) | -19% | 5% | -0.6 | 0% | -13 | 1% | 0.7 | 4% | 5 |

The final 5 entries of the part above lead into the next.
| compound | USP1-UAF1 inh | TrxR1 inh | TRHR agonist | mIDH1 inhibitor | D2 antagonist | TrxR1 substrate | D2 ag | Pin1 inh | TRHR enhancer |
| --- | --- | --- | --- | --- | --- | --- | --- | --- | --- |
| Cc1ccnc(NC(=O)c2ccc(Cl)c(NC(=O)CCc3ccccc3)c2)c1 | nt | nt | 0.1 | nt | 5 | nt | 1.6 | nt | -12 |
| O=C(C1CCN(S(=O)(=O)c2cnc[nH]2)CC1)N(CCc1ccccc1)Cc1ccccc1 | -7% | 10% | 0.4 | -3% | 0 | -4% | 0.1 | 3% | -6 |
| Nc1c(C(=O)NCc2ccccc2)c2nc3ccccc3nc2n1-c1ccc2c(c1)OCO2 | -9% | 34% | 0.1 | -8% | nt | 28% | nt | -1% | 2 |
| NC(=O)CSc1nnc(-c2cccs2)n1Cc1ccco1 | -25% | ? | 0.4 | 7% | 3 | 8% | 21 | -2% | -6 |
| Cc1ccc(CNC(=O)CC(NC(=O)c2ccccc2)c2ccccc2)cc1 (centres undefined) | -19% | 5% | -0.6 | 0% | -13 | 1% | 0.7 | 4% | 5 |
| O=C(CN(C(=O)c1csnn1)c1ccccc1)NCc1ccc2c(c1)OCO2 | -14% | 43%[activator] | 0.6 | 0% | 21 | 15% | 0.1 | -8% | 11 |
| N#Cc1c(N)oc(-c2ccc3c(c2)OCO3)c1-c1ccc2c(c1)OCO2 | ? | -18% | 0.5 | -7% | 5 | 21% | -0.7 | ? | 5 |
| COc1ccccc1NC(=O)C(C)Sc1nc(-c2ccccc2)cn1N (centres undefined) | -16% | 10% | -0.4 | 4% | 7 | -1% | 0.1 | 4% | 2 |
| O=C(Nc1nc(-c2ccccc2)ns1)c1cccs1 | -7% | 23%[57.1 µM] | 1.4 | 11% | 7 | 7%[57.1 µM] | -0.4 | -6% | 8 |
| O=C(Cn1cc(C(=O)C(F)(F)F)c2ccccc21)NCc1ccco1 | 2% | 18%[57.1 µM] | 0.5 | -2% | 7 | -8%[57.1 µM] | -0.2 | 19% | -11 |
| O=C(c1ccccc1)N1CCN(C(=O)c2ccc([N+](=O)[O-])cc2)CC1 | -11% | -14% | 0.6 | 1% | 4 | -3% | 1.8 | 1% | -3 |
| CC(C)CC(NC(=O)OC(C)(C)C)C(=O)O (centres undefined) | -19% | 27%[57.1 µM] | 0.6 | 6% | 1 | 12%[57.1 µM] | 0.3 | -2% | 8 |
| O=C(CN1C(=O)C(=O)c2ccccc21)c1ccccc1 | -8% | 10% | -0.8 | 6% | 3 | -5% | -1.8 | -10% | 3 |
| Cc1cc(Nc2ccc(C(=O)O)cc2)nc(N)n1 | -21% | 0%[57.1 µM] | 0.8 | 5% | nt | -3% | nt | -6% | -8 |
| COc1cccc(NC(=O)CN2C(=O)C(=O)N(C3CCCC3)C2=O)c1 | -2% | 4%[57.1 µM] | nt | 4% | nt | 7%[57.1 µM] | nt | 0% | nt |
| CC(Sc1nc(N2CCOCC2)c2c(c1C#N)CC(C)(C)OC2)C(=O)O (centres undefined) | -30% | 2% | -0.5 | 0% | -3 | -3% | 0.1 | 2% | -6 |
| O=C(CN1C(=O)c2ccccc2S1(=O)=O)NC1CCCCCC1 | -16% | 15% | -0.2 | 3% | 6 | 7% | 0.4 | 0% | -2 |
| O=C(c1cccs1)N1CCN(C(=O)c2cccs2)C1=S | -10% | ? | nt | 2% | nt | -17% | nt | 0% | nt |
| Fc1ccccc1N1CCN(CCCc2ccccc2)CC1 | -17% | 29% | -0.5 | 0% | 74* | 4% | 7.9 | -14% | -2 |
| Nc1c(Cl)c(Cl)nc(C(=O)N/N=C/c2ccco2)c1Cl | -6% | -21% | 0.2 | 6% | -8 | -9% | -0.4 | -9% | 3 |
| CCCCNC(=O)c1cc2c(=O)n3cccc(C)c3nc2s1 | -14%&-23% | -27%&62% | -0.1&-1.3 | -8% | 0 | 45%&93%[activator] | 0.9&0.7 | 1%&7% | -4&13 |
| COc1cccc(N2CCN(C(=O)c3ccc4nc(N5CCC(C)CC5)sc4c3)CC2)c1 | -25% | 7% | 0.0&-0.5 | -1% | -3 | 1% | -0.1&0.8 | 12% | -6&0 |
| Nc1c(Cl)ncnc1N/N=C/c1ccc(O)cc1 | -2% | -18% | -0.7 | 6% | 25 | -10% | 1.4 | 3% | 3 |
| Cc1cc(NC(=O)c2cccs2)ncc1NC(=O)c1cccc(F)c1 | -17% | 15% | 1.4 | 5% | -17 | 6% | 0.0 | ? | 0 |
| Cc1cc(C)c(S(=O)(=O)Nc2ccc(O)c(Sc3ncn[nH]3)c2)c(C)c1 | 1% | -2%[57.1 µM] | -0.8 | 8% | -10 | 3%[57.1 µM] | -0.1 | -6% | -4 |
| O=[N+]([O-])c1cccc2ccc(N3CCOCC3)nc12 | -2% | -12% | -0.1 | 7% | 3 | -10% | 0.5 | -4% | 1 |
| CCCCS(=O)CC(O)COc1ccc(C(C)(C)C)cc1 (centres undefined) | -2% | 17% | -0.6 | 4% | 7 | 6% | 2.3 | 2% | 2 |

Bioassay records: PubChem, National Center for Advancing Translational Sciences (NCATS)
